# ARNT-TACC3 inh: disruptors of ARNT/TACC3 protein interaction, primary screen, biochemical, AlphaScreen, single concentration; Transforming acidic coiled-coil-containing protein 3 (Homo sapiens), Q9Y6A5; AlphaScreen His-ARNT PAS-B/GST-TACC3 binding, luminescence; TACC3 fragment carries E629A point mutation; inhibition, % at 9.99 µM; 0.66% of 390,000 active; AID 623870, 2012;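 active = mean inhibition of replicates at least 50% and at least half of replicates each reaching 50%; inconclusive = half or more replicates reach 50% but mean below 50%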;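 also: 0% = complete ARNT plus TACC3 wells and 100% = ARNT alone without TACC3; many hits fall short of the cut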
# Casp6 inh: human caspase-6 inhibitors, primary screen, biochemical, VEID-R110 fluorescence, single point, set 2; purified caspase-6, Z-VEID-R110 cleavage fluorescence; 0.53% of 350,000 active; inhibition, % at 12.5 µM;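 active = mean inhibition across replicates at least about 35%, with every replicate also reaching that limit, limit read from the data; inconclusive = only one of the two criteria met; inactive = neither criterion met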;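 also: 0% = median of neutral control wells and 100% = no fluorescence left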
# Target sequence (P55212 24-179 limits assumed): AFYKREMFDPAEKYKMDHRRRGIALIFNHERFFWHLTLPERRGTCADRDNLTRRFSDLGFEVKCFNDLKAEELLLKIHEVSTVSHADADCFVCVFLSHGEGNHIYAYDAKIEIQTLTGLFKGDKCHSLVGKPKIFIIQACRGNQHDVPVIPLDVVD
# Target sequence (P55212 194-293 limits assumed): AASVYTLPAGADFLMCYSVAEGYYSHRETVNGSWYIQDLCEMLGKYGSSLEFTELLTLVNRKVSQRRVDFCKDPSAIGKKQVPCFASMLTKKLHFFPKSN
# EWS-Fli inh: EWS/Fli-driven NR0B1 reporter inhibitors, primary screen, A673 cells, NR0B1 luciferase, luminescence, MLPCN library; 0.67% of 350,000 active; viability-normalised; inhibition, % at 12.6 µM;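 active = mean inhibition of at least 50% after viability correction, with every replicate also passing that limit; inconclusive = mean reaches 50% but only one of two replicates passes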;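 also: firefly luciferase signal divided by Alamar Blue viability fluorescence both relative to DMSO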
# SIRT5 block: SIRT5 desuccinylase inhibitors, primary screen, biochemical, fluorescence imaging, single point, set 5; Purified SirT5, succinyl-peptide AMC, trypsin-coupled fluorescence; inhibition, % at 15 µM; 1.1% of 330,000 active; in the data active = inhibition above about 15%; inconclusive = no clear call, values can overlap the other calls
# Target sequence (Q9NXA8 whole entry, looked up): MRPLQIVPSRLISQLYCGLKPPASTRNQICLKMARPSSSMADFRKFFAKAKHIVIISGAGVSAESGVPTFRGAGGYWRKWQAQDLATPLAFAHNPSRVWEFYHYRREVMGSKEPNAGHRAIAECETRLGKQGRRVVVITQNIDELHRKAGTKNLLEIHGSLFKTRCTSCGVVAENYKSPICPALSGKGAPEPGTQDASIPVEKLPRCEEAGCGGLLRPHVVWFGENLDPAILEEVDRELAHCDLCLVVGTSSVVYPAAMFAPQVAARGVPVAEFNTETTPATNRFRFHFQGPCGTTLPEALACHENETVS
# DENV2 CPE: inhibitors of DENV2 cytopathic effect, primary screen, cell-based, plate reader, single concentration; DENV2-infected cells, cytopathic effect rescue; CPE inhibition, % at 9.99 µM; 1.7% of 350,000 active; in the data active = CPE inhibition above about 20%, passing the limit was not always enough; inconclusive = no clear call, values can overlap the other calls; tested in BHK-21 cells;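 also: 0% = median of neutral control wells and 100% = median of positive control wells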
# PAX8 reporter: inhibitors of PAX8-driven TPO luciferase reporter, primary screen, RMG-I cells, single concentration. SteadyGlo, 24 h. inhibition, % at 12.6 µM. 1.2% of 360,000 active;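 active = mean replicate inhibition at least 60% with every replicate also reaching 60%; inconclusive = only one of the two criteria is met; inactive = mean below 60% and not all replicates reaching 60%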;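 also: luciferase light reporting Pax8 driven TPO promoter activity; plate controls were median of neutral control wells for no effect and mitoxantrone controls for full effect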
# LGR2 inh: inhibitors of bursicon-induced LGR2 CRE-luciferase signal, primary screen, cell-based, HEK293, CRE-luciferase reporter, bursicon stimulation; Drosophila bursicon receptor LGR2 (rickets); bursicon-stimulated, 4 h; inhibition, % at 9.99 µM; 0.35% of 380,000 active; AID 720647, 2013;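 active = drop in luminescence signal, shown as inhibition above about 50% in the replicate tests, limit read from the data, passing the limit was not always enough; inconclusive = probably only some replicates passing the limit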;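 also: agonist challenge used bursicon conditioned medium at about half maximal strength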
# An asterisk follows results filed as active; ? = inconclusive; / = no result given.
SMILES,ARNT-TACC3 inh,Casp6 inh,EWS-Fli inh,SIRT5 block,DENV2 CPE,PAX8 reporter,LGR2 inh
Cc1cccc(C2NC(c3cccc(C)c3)C([N+](=O)[O-])C(C)(C)C2[N+](=O)[O-])c1 (stereo not given),0,/,/,/,/,20,-1
COc1ccccc1N1CCN(C(=O)c2ccc(NS(=O)(=O)c3ccc(C)cc3)cc2)CC1,/,-1,-3,2,-1,-5,-44
C/C(CC(=O)NC1CCCCC1)=N\NC(=O)c1ccccn1,13,2,-16,0,2,-2,3
C[C@H]1CN([C@@H](C)CO)C(=O)Cc2cc(NS(=O)(=O)c3cccs3)ccc2O[C@@H]1CN(C)S(=O)(=O)c1ccccc1,-1,1,-5,-3,41*,8,-9
Cc1ccc(Nc2nc(N)nc(N)c2N=O)cc1Cl,/,1,-18,/,?,-13,-17
C=CCNC(=O)CN1N=C(c2ccc(C)cc2)CCC1=O,-5,-1,-2,0,-2,7,11
COc1ccc(NC(=O)c2sc3nc(N4CCOCC4)c4c(c3c2N)CC(C)(C)OC4)c(OC)c1,-1,3,44,-3,3,-15,1
COc1ccc(C(CNC(=O)Nc2ccccc2)N2CCN(C)CC2)cc1 (stereo not given),-2,-6,-16,-1,8,-30,-1
COc1ccc(NC(=O)CN2C(=O)CSc3ccc(S(=O)(=O)N4CCCC4)cc32)cc1OC,3,3,1,-4,8,9,4
O=[N+]([O-])c1ccc(-c2ccc(/C=N/n3cnnc3)o2)c(Br)c1,3,1,12,-8,19,0,11
Cc1cccc(CNc2ncnc3ccc(-c4ccc5c(c4)OCCO5)cc23)c1,9,1,22,-6,7,80*,26
CN(CC(=O)Nc1ccccc1Cl)C(=O)COC(=O)c1ccc(Cl)cc1[N+](=O)[O-],13,0,/,-2,-1,/,6
CCCC#Cc1ccc([C@H]2[C@H]3CN(C(=O)Cc4cccnc4)CC(=O)N3[C@H]2CO)cc1,/,-1,-3,22*,3,5,13
C[C@H](NC(=O)[C@@H]1CCCN1C(=O)OC(C)(C)C)c1ccccc1,/,-1,-21,-3,76*,12,-20
CC1=CC(C)C2C(=O)N(c3ccccc3)C(=O)C2C1 (stereo not given),-1,1,-8,-4,-1,/,9
COC(=O)C(C)Oc1ccc2c(c1)O/C(=C\c1cccc(Br)c1)C2=O (stereo not given),-13,0,-1,-2,19,-8,1
COc1ccc(-c2nnc(SCC(=O)N(C)C3CCS(=O)(=O)C3)n2CC(C)C)cc1 (stereo not given),/,1,-10,-1,?,13,12
CN(CC(=O)Nc1ccc(F)c(F)c1)S(=O)(=O)c1cccc2cccnc12,4,4,/,1,4,8,-2
Cc1ccc(S(=O)(=O)N2CCOCC2)cc1NC(=O)COC(=O)c1ccc(Cl)nc1,3,5,2,-3,3,2,-7
O=C(C[C@H]1C=C[C@@H](NC(=O)C2CCOCC2)[C@H](CO)O1)NCc1ccccc1Cl,/,/,2,-6,-6,/,-2
CCCNC(=O)N(C)C[C@H]1Oc2ncc(/C=C/c3ccccc3)cc2C(=O)N([C@H](C)CO)C[C@@H]1C,-1,0,-4,-12,-10,/,-16
Cc1c(NC(=O)C2CCN(S(=O)(=O)c3cccs3)CC2)c(=O)n(-c2ccccc2)n1C,-5,0,12,11,1,-16,-12
Cc1cc2c(cc1C)NC(=O)CC(c1ccccc1)=N2,1,-1,-102,/,-6,-239,-97
CC(=O)Nc1ccc(S(=O)(=O)NNC(=O)C2CCCCC2)cc1,/,-2,/,1,-3,-4,30
C[C@@H]1CN([C@@H](C)CO)C(=O)c2cc(NS(=O)(=O)c3ccc(F)cc3)ccc2O[C@@H](C)CCCCO[C@@H]1CN(C)Cc1ccc(C(=O)O)cc1,-5,1,-10,2,?,-8,5
Cc1ccc2[nH]c3c(c2c1)CN(C(=O)CN1CCCCC1)CC3,/,-6,8,-4,13,6,10
Nc1ccc(N2CCOCC2)c(S(=O)(=O)Nc2cc(Cl)ccc2Cl)c1,-2,-1,0,4,-6,22,15
N#Cc1c(-c2ccccc2Cl)c2c([nH]c1=O)-c1ccccc1OC2,-5,11,-3,-66,-5,6,-11
O=C1OCC2=C1C(c1ccccc1)CC(=O)N2c1ccccc1 (stereo not given),/,-6,21,-1,2,2,/
COc1ccc(CNC(=O)CN2C(=O)C3C4C=CC(C4)C3C2=O)cc1 (stereo not given),-1,2,-14,109*,2,-8,20
CCc1nnc(NS(=O)(=O)c2ccc(NC(=S)Nc3ccc(F)cc3)cc2)s1,-6,2,-1,-3,-2,-7,-9
CCCNC(=O)CSc1nnc(NC(=O)C2CC(=O)N(c3ccccc3OC)C2)s1 (stereo not given),/,4,0,-1,-7,-2,1
COc1cccc(OC)c1C(=O)NC(=S)N1CCCCC1c1cccnc1 (stereo not given),-26,4,5,/,-10,/,/
Cc1coc2cc3oc(=O)c(CCC(=O)N[C@@H](CCCNC(N)=O)C(=O)O)c(C)c3cc12,12,5,10,-1,?,13,17
CN(C)CCCNC(=O)CC1C[C@H](C(=O)N2CCCCC2)[C@@]2(CCc3ccccc3)c3[nH]c4ccccc4c3CCN2C1=O (stereo not given in full),-1,-34,-1,-5,-3,3,-4
Cc1c(NC(=S)NC(=O)CC(C)C)c(=O)n(-c2ccccc2)n1C,-3,-4,12,-5,-3,-2,35
CCCCCCC12C(=Cc3cc4c(cc31)OCCO4)c1cc(OC)c(OC)cc1C(CC(=O)O)N2C(=O)OC (stereo not given),/,7,-6,/,/,11,/
O=C(CCc1ccccc1)NNC(=O)CCc1ccccc1,-2,-2,-7,-7,0,-7,-2
COc1cccc(-c2ccc([C@H]3[C@@H](CO)N4C(=O)CN(C(=O)c5ccncc5)C[C@H]34)cc2)c1,/,1,/,1,-2,/,1
Cc1ccccc1CN1C(=O)[C@H]2Cc3c([nH]c4ccccc34)C(C)(C)N2C1=O,2,-4,18,/,/,14,16
CCOC(=O)c1c(C)[nH]c(C)c1C=O,-10,6,-5,0,6,8,-1
C[C@@H]1CN([C@H](C)CO)C(=O)c2cc(NS(C)(=O)=O)ccc2O[C@@H]1CN(C)C,2,1,14,-5,7,-7,10
O=C(c1cccc(F)c1)N1C[C@@H]2[C@H](c3ccccc31)[C@H](CO)N2C(=O)c1cccc(F)c1,/,0,-4,9,-5,-16,-5
Cc1cc(N/C=C\c2nnnn2-c2ccc(F)cc2)no1,1,/,/,/,/,-24,-14
O=C(CCS(=O)(=O)c1cccc2nonc12)NCc1ccc(Cl)cc1,-15,0,-4,-1,/,3,-17
CCS(=O)(=O)Nc1ccc2c(c1)C(=O)N(C)[C@H]1CC[C@@H](CC(=O)N[C@H]3CCN(Cc4ccccc4)C3)O[C@H]1CO2,-2,/,-7,/,/,-14,0
O=C(C1CC1)N1CC2(C1)[C@@H](c1ccccc1)[C@@H](CO)N2C(=O)c1cccnc1,/,0,27,-45,-12,/,8
COc1ccc(NC(C)=O)cc1C#N,-5,0,0,-3,/,6,3
C[C@H]1CN([C@@H](C)CO)C(=O)c2cccc(NC(=O)Nc3ccccc3)c2O[C@H]1CN(C)C(=O)Nc1ccc2c(c1)OCO2,/,/,-20,/,-11,-13,11
CCN(C(=O)COC(=O)C1CC1)c1c(N)n(Cc2ccccc2)c(=O)[nH]c1=O,4,-3,-4,-1,?,-3,-1
NC(=O)CSc1nnc(-c2ccco2)n1-c1ccc(F)cc1,/,-2,0,5,?,-1,0
O=C(COC(=O)CCSc1ccccc1)Nc1ccccc1Br,/,2,-3,-4,4,-16,-31
Cc1[nH]c2ccc(-c3n[nH]c(=S)n3C)cc2c1C,1,-1,-10,0,10,/,-2
COc1cc(C(=O)NCCC(=O)NCc2cccs2)cc(OC)c1OC,/,1,0,-1,2,-3,6
CC(=O)Nc1ccc(Nc2nc3ccccc3nc2NS(=O)(=O)c2ccc(Cl)c([N+](=O)[O-])c2)cc1,-1,2,7,9,?,13,7
O=C(C[C@H]1CC[C@@H](NC(=O)c2ccc3c(c2)OCO3)[C@H](CO)O1)NCc1ccc(Cl)cc1,2,3,-1,2,4,10,8
COc1cccc(CNc2ccc(C(=O)O)cc2)c1OCc1ccccc1,0,1,2,1,7,-11,-5
O=C(C[C@@H]1C[C@H]2c3cc(NC(=O)C4CCC4)ccc3O[C@H]2[C@H](CO)O1)NCc1ccncc1,7,-7,0,-2,-4,-11,6
CCN(CC)C(=O)C1=C(C)N(Cc2ccc(C(C)(C)C)cc2)C(=O)C(CC(=O)NCCc2ccccn2)C1 (stereo not given),/,-1,2,0,15,4,13
O=C(CSc1ncnc2nc[nH]c12)c1ccc([N+](=O)[O-])cc1,4,0,17,3,6,26,-10
O=C(C1CC1)N1CC[C@@H]2[C@H](CO)Nc3ccc(-c4ccc(F)cc4)cc3[C@@H]21,12,5,-4,-5,13,-7,-25
Cc1ccc(NC(=O)C2C3C=CC(O3)C2C(=O)O)cc1C (stereo not given),-3,1,13,-1,-1,-67,-26
O=C(N/N=C/c1ccc(N2CCOCC2)o1)c1ccccc1[N+](=O)[O-],22,/,/,/,/,-8,-5

# Arranged by molar mass (lowest first): part of the list above.
SMILES,ARNT-TACC3 inh,Casp6 inh,EWS-Fli inh,SIRT5 block,DENV2 CPE,PAX8 reporter,LGR2 inh
COc1ccc(NC(C)=O)cc1C#N,-5,0,0,-3,/,6,3
Cc1[nH]c2ccc(-c3n[nH]c(=S)n3C)cc2c1C,1,-1,-10,0,10,/,-2
Cc1ccc(NC(=O)C2C3C=CC(O3)C2C(=O)O)cc1C (stereo not given),-3,1,13,-1,-1,-67,-26
NC(=O)CSc1nnc(-c2ccco2)n1-c1ccc(F)cc1,/,-2,0,5,?,-1,0
COc1cccc(CNc2ccc(C(=O)O)cc2)c1OCc1ccccc1,0,1,2,1,7,-11,-5
O=C(C1CC1)N1CC[C@@H]2[C@H](CO)Nc3ccc(-c4ccc(F)cc4)cc3[C@@H]21,12,5,-4,-5,13,-7,-25
O=C(C1CC1)N1CC2(C1)[C@@H](c1ccccc1)[C@@H](CO)N2C(=O)c1cccnc1,/,0,27,-45,-12,/,8
COc1cc(C(=O)NCCC(=O)NCc2cccs2)cc(OC)c1OC,/,1,0,-1,2,-3,6
CCN(C(=O)COC(=O)C1CC1)c1c(N)n(Cc2ccccc2)c(=O)[nH]c1=O,4,-3,-4,-1,?,-3,-1
O=C(COC(=O)CCSc1ccccc1)Nc1ccccc1Br,/,2,-3,-4,4,-16,-31
O=C(C[C@H]1CC[C@@H](NC(=O)c2ccc3c(c2)OCO3)[C@H](CO)O1)NCc1ccc(Cl)cc1,2,3,-1,2,4,10,8
CCN(CC)C(=O)C1=C(C)N(Cc2ccc(C(C)(C)C)cc2)C(=O)C(CC(=O)NCCc2ccccn2)C1 (stereo not given),/,-1,2,0,15,4,13
CCS(=O)(=O)Nc1ccc2c(c1)C(=O)N(C)[C@H]1CC[C@@H](CC(=O)N[C@H]3CCN(Cc4ccccc4)C3)O[C@H]1CO2,-2,/,-7,/,/,-14,0

# Compound activity deposited in PubChem by Broad Institute.
